TNF death inh: inhibitors of TNF-alpha triggered necroptosis, primary screen, cell-based, Jurkat FADD-/-, single concentration | Jurkat FADD-/- TNF necroptosis rescue, ATP luminescence, 24 h; 0 = TNF only, 100 = no-TNF cells | activation (protection from cell death), % at 10 µM | 220,000 tested, 0.068% active | AID 463075, 2010;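 active = activation, meaning protection from cell death, of at least 50% relative to plate controls; inactive = activation below 50%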;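 note: necroptosis triggered by 40 ng/mL TNF-alpha added together with compound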
Runt-SMMHC FRET: inhibitors of RUNX1 Runt–CBFb-SMMHC binding, primary screen, biochemical, FRET, Cerulean-Runt, Venus-CBFb-SMMHC, uHTS. inhibition, % at 20 µM. Cerulean-Runt/Venus-CBFb-SMMHC FRET ratio 530/480, 1 h. 220,000 tested, 0.74% active;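 active = mean inhibition across duplicate retests at 20 µM reaching about 50%, limit read from the data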;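 note: 0% = DMSO wells and 100% = wells with excess untagged CBFb-SMMHC; inhibitors lower the FRET ratio by blocking Runt binding to CBFb-SMMHC; some results filed as inactive read as strong as hits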
zfTRPN1 agonist: zebrafish TRPN1 channel agonists, primary screen, cell-based, HEK293, calcium fluorescence | HEK293 zebrafish TRPN1-YFP, Fluo-8 calcium fluorescence; 100% = response to 87 µM carbachol | transient receptor potential cation channel N1 (TRPN1/NompC), Danio rerio | 220,000 tested, 0.18% active | activation, % at 3 µM;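 active = activation above its plate's cutoff, the mean activation of test wells on that plate plus 3 SD, cut at about 19% in these data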;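 note: 0% = DMSO alone and 100% = 87 µM carbachol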
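Assay system: Zebrafish TRPN1-YFP in HEK293 cells | Incubation: Dye loading 1 h at 37 °C, then 30 min room temperature | Measured by: Kinetic Fluo-8 fluorescence, ex 470-495, em 515-575 nm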
TRPML3 ag: human TRPML3 channel agonists, primary screen, cell-based, HEK293 TRPML3-YFP, Fluo-8 calcium fluorescence, 3 µM; Mucolipin-3 (Homo sapiens), Q8TDD5; 100% = the carbachol control signal; activation, % at 3 µM; 220,000 tested, 0.29% active; AID 1448, 2008;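 active = activation above its plate's cutoff, the mean activation of the plate's test wells plus 3 SD, cut at about 12% in these data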;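 note: 0% = DMSO only wells and 100% = carbachol wells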
Target sequence (Q8TDD5 whole entry, looked up): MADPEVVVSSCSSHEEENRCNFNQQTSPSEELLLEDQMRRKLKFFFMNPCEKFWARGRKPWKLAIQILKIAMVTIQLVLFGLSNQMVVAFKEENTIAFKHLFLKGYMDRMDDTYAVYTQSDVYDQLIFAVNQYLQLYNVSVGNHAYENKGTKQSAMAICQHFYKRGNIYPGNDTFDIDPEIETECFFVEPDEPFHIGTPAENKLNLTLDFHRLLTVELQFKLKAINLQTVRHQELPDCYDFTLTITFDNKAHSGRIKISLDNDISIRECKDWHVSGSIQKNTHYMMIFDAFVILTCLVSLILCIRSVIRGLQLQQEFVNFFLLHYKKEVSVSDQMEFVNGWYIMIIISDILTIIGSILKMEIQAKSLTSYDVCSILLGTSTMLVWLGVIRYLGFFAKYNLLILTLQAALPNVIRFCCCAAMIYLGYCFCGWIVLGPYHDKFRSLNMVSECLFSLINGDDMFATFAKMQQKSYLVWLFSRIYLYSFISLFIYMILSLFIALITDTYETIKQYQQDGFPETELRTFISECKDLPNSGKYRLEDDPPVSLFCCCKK
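Test system – HEK293 line with stable expression of human TRPML3-YFP channel · Control set – carbachol 87 µM final as high control (100%), DMSO as low control (0%) · Signal – Fluo-8 calcium dye fluorescence, ex 470-495, em 515-575 nm · Incubation – 1-h 37 °C dye load, 5-s basal, 120-s post-compound reads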
Mdm2 ligase inh: MDM2-luciferase reporter signal enhancers, primary screen, MDM2 E3 ligase inhibitor project, cell-based, luminescence, 1536-well. E3 ubiquitin-protein ligase Mdm2 (Homo sapiens), Q00987. 210,000 tested, 0.11% active. signal enhancement, % at 5 µM. AID 1230, 2008. cell-based MDM2 ubiquitination luciferase reporter, 2 h; 0 = plate control, 100 = twice control, blank-subtracted;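 active = signal enhancement of 30% or more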;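 note: luminescence tracks abundance of the self-degrading MDM2-luciferase fusion protein; higher signal means inhibition of MDM2 E3 ligase activity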
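System: stable MDM2–luciferase fusion reporter cells / Input: 2000 cells seeded into each well / Schedule: 4 h settle plus 2 h compound, 37 °C / Compound: single-point 5 µM / Buffer or medium: cells held in DMEM / Benchmarks: control and blank well means / Evaluation: percent signal gain over controls, blank-subtracted / Measured by: luciferase luminescence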
PPC-1+TRAIL kill: compounds killing PPC-1 cancer cells with TRAIL present, primary screen, TRAIL potentiator project, ATPLite luminescence, uHTS | 220,000 tested, 0.41% active | cell killing (% activity), % at 4 µM | AID 1443, 2008 | PPC-1 cells + TRAIL, ATPLite viability luminescence;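 active = cell killing above 50% in the first pass at 4 µM, then a duplicate retest at 5 µM averaging 50% or more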;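 note: plate controls were cells with TRAIL plus DMSO for no effect and medium-only wells lacking cells for full effect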
p47phox inh: p47phox/p22phox peptide binding inhibitors, primary screen, biochemical, uHTS, NADPH oxidase regulatory subunit; Neutrophil cytosol factor 1 (Homo sapiens), P14598; fluorescence polarization, 2 h; inhibition, % at 24.7 µM; 220,000 tested, 0.53% active;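 active = inhibition above about 30%, limit read from the data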;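 note: 0% = p47phox with labelled peptide and 100% = labelled peptide alone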
Target sequence (P14598 whole entry, looked up): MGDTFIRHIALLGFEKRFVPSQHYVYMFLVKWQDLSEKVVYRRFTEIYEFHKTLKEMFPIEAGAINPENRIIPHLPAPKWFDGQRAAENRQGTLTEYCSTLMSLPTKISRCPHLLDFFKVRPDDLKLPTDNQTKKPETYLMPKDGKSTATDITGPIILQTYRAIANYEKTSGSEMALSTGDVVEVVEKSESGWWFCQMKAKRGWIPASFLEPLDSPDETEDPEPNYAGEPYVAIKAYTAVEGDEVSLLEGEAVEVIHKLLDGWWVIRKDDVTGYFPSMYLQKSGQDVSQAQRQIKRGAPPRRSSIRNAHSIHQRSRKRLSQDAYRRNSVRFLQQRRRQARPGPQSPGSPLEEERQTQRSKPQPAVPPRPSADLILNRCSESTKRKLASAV
CHOP inhibitor: inhibitors of CHOP promoter induction, primary screen, cell-based, unfolded protein response, luciferase reporter; CHO-K1 CHOP-promoter luciferase, tunicamycin-induced, 15-18 h; inhibition, % at 10 µM; 220,000 tested, 3.8% active; AID 2732, 2010;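 active = compounds that reduced the stress-induced luciferase reporter signal by more than about 70% of percent inhibition, limit read from the data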;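 note: 0% = tunicamycin plus vehicle and 100% = wells without tunicamycin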
EBV gp42 inh: Epstein-Barr virus gp42 inhibitors, primary screen, biochemical, uHTS, fluorescence polarization; Fluorescence polarization binding assay, mP read-out; inhibition, % (tested at 21.74 µM); 220,000 tested, 0.42% active; AID 1085, 2008; in the data active = inhibition above about 50%
Starred values were filed as active, the others as inactive; · = not tested or not shown.

SMILES	TNF death inh	Runt-SMMHC FRET	zfTRPN1 agonist	TRPML3 ag	Mdm2 ligase inh	PPC-1+TRAIL kill	p47phox inh	CHOP inhibitor	EBV gp42 inh
O=C1CCCC(O)=C1C=Nc1ccc2c(c1)oc1ccccc12	-2.9	-42	0.7	-0.7	-20	6	-4	62	-22
Cn1c(C(=O)NCCN2CCc3ccccc3C2)cc2c(=O)[nH]c3ccccc3c21	-2.9	0	-0.3	0.5	5	8	0	48	-2
Nc1nc(SCC(=O)Nc2ccccc2Sc2ccc(Cl)cc2)n[nH]1	-2.7	1	0.8	0.1	13	35	-20	·	-17
O=C1c2ccccc2C(Nc2ccc(S(=O)(=O)N3CCOCC3)cc2)N1Cc1ccco1 (centres undefined)	0.3	1	0.4	-0.3	-4	2	-24	-10	-8
S=C(NCc1ccccc1)N1CCN(Cc2ccc3c(c2)OCO3)CC1	0.3	-2	0.7	0.6	-4	20	-7	-1	-11
Cc1cccc(NC(=O)c2ccc(OC3CSC3)cc2)c1	1.8	-3	-0.4	0.8	-53	47	0	26	12
O=C(CSc1nnc(CNc2ccc(F)cc2)o1)N1c2ccccc2Sc2ccccc21	-7.6	2	-0.9	-0.6	22	20	-11	31	2
Cc1ccc(S(=O)(=O)N/N=C/c2ccc(O)c(O)c2)cc1[N+](=O)[O-]	-1.4	7	0.7	0.1	-3	-12	-10	-3	-9
O=C(CN1CCN(c2ccccn2)CC1)N1CCc2ccccc21	0.7	-2	0.6	0.8	-11	11	-227	-9	4
COc1ccc(N2C(=O)c3ccccc3NC23CCCC3)cc1	1.6	2	0.6	0.2	-22	25	-5	-10	-6
COc1cc(NC(C)=O)c2ncccc2c1NC(C)=O	2.0	2	2.4	1.2	·	-9	0	-7	-20
O=C(Nc1ccc(F)cc1F)c1cc(-c2ccco2)on1	-4.4	0	1.3	0.9	-6	0	-61	-4	-25
CC1CCC/C(=N\NC(=O)COc2ccccc2Cl)C1 (centres undefined)	1.4	-1	-1.0	0.6	-14	15	-6	-3	-8
Cc1cc(C)c2sc(NC(=O)c3ccc(N4C(=O)CCC4=O)cc3)nc2c1	0.3	-1	2.5	0.7	-4	5	-19	-6	-14
Cc1nc2nc(-c3ccc(Cl)cc3)cn2nc1C	-0.6	57*	-0.1	0.6	-66	0	-23	12	-11
Clc1ccc(COc2cccc(CNCc3ccncc3)c2)cc1	-2.5	0	3.4	2.9	·	36	-1	34	-1
CN(C)CCCNC(=O)c1cc(Br)ccc1O	1.9	0	-0.9	0.6	-17	7	-7	9	-3
COc1ccccc1C(=O)N/C(=N/c1nc(C)cc(C)n1)Nc1ccccc1	0.2	1	-0.4	0.2	-1	9	-7	22	-5
CC1(C)CC(N2CCCC2)=CC(=[N+]2CCCC2)C1	-11	6	0.9	0.6	-10	3	-8	15	-47
COCCCC1CCN(Cc2nc(-c3ccccc3)no2)CC1	-0.1	2	0.5	1.1	-1	-19	2	29	-2
COCCn1c(C)cc(/C=N/NC(=O)c2cccnc2)c1C	-1.6	0	-0.4	0.7	-9	3	-15	-2	-8
O=C1CCCc2sccc2N1	-0.1	0	-0.2	1.0	-20	12	-9	-24	-27
O=C1c2ccccc2C(=O)N1OCc1ccccc1[N+](=O)[O-]	-0.4	2	0.2	0.8	-5	14	-9	11	-7
CCNC(=S)N/N=C/c1cn(Cc2ccccc2F)c2ccccc12	1.2	-1	-0.5	-0.3	-8	-15	7	77*	-11
NS(=O)(=O)c1cc(C(=O)NCCc2ccccn2)ccc1Cl	1.4	-2	2.3	1.2	9	-1	1	4	1

Looked up by compound from above:
SMILES	TNF death inh	Runt-SMMHC FRET	zfTRPN1 agonist	TRPML3 ag	Mdm2 ligase inh	PPC-1+TRAIL kill	p47phox inh	CHOP inhibitor	EBV gp42 inh
O=C1c2ccccc2C(=O)N1OCc1ccccc1[N+](=O)[O-]	-0.4	2	0.2	0.8	-5	14	-9	11	-7
COCCCC1CCN(Cc2nc(-c3ccccc3)no2)CC1	-0.1	2	0.5	1.1	-1	-19	2	29	-2

Later entries:
SMILES	TNF death inh	Runt-SMMHC FRET	zfTRPN1 agonist	TRPML3 ag	Mdm2 ligase inh	PPC-1+TRAIL kill	p47phox inh	CHOP inhibitor	EBV gp42 inh
O=C(NCCOc1ccc2ccccc2c1)c1cncc(Br)c1	1.8	-4	0.1	-0.4	-6	3	-20	-19	-17
COc1ccc(OC)c(NC(=O)c2ccc3c(=O)n(CCc4ccccc4)c(=S)[nH]c3c2)c1	-3.7	1	0.3	1.2	-41	29	-13	100*	-2
CCCNC(=O)COC(=O)/C=C/c1ccc(C)o1	-0.5	2	0.9	0.5	-17	31	-1	-4	1
Cc1ccc(CNC(=O)c2ccc(CN3CCOCC3)cc2)cc1	0.0	3	1.2	0.9	-16	11	37*	-6	-67
COC(=O)C1=C(C)N(Cc2cccnc2)C(=O)/C1=C\c1cccs1	0.8	-7	-2.1	-0.5	-2	10	-9	-18	-12
CC1CCCCN1C(=O)Cn1c(=O)oc2ccccc21 (centres undefined)	0.8	·	-0.2	1.1	-16	·	-17	54	-25
Cc1cc(C)nc(SCC(=O)Nc2ccc(S(=O)(=O)Nc3onc(C)c3C)cc2)n1	0.2	0	0.9	1.6	-10	-4	-11	8	-32
O=C(CSc1nnnn1-c1ccccc1)N1N=CCC1c1ccccc1 (centres undefined)	97*	0	0.8	-0.1	-8	10	-5	-12	7
Cc1[nH]nc2c1C1(CCOC1C)C(C#N)=C(N)O2 (centres undefined)	-1.2	0	0.3	0.3	2	15	-8	5	-8
Cc1nn(-c2ccccc2)c2sc(C(=O)c3c(N)n(C)c(=O)n(C)c3=O)cc12	-5.8	-21	1.3	0.8	-3	6	-9	63	-4
Cc1ccc(CNC(=O)CS(=O)(=O)CC(=O)O)cc1	-0.1	3	-0.1	0.4	-3	45	-6	21	1
Cc1ccc(C2C(C#N)=C(N)Oc3n[nH]c(C)c32)cc1 (centres undefined)	-3.4	1	0.9	1.1	-6	-4	-15	35	4
COc1cc(CN2CCN(c3cccc(C)c3C)CC2)cc([N+](=O)[O-])c1O	-0.5	1	-2.4	0.1	-11	-3	0	12	-6
COc1ccc(OC)c(NC(=O)Cn2c(CCC(=O)O)ccc2-c2ccc(C)cc2)c1	0.1	2	1.2	0.1	·	-33	-8	-3	2
COc1ccc(S(=O)(=O)Nc2cc3c(C(C)=O)c(C)oc3c3ccccc23)cc1	-9.4	-3	-1.2	0.4	-21	16	-13	·	-28
O=C(c1ccc(Br)o1)N1CCN(C/C=C/c2ccccc2)CC1	-0.2	0	1.1	0.6	1	4	-11	13	-10
Cc1ccc(S(=O)(=O)C2C(=O)N(C)C3(C)CC2c2ccccc2O3)cc1 (centres undefined)	1.8	-4	-1.4	-0.2	-8	37	7	14	10
Cc1nc2ccccc2nc(C)c1=NOCc1ccc(C#N)cc1	3.2	-2	0.3	1.2	0	14	-12	-13	0
O=C(O)COc1ccc(Br)cc1/C=C1/SC(=O)N(CC(=O)N2CCCC2)C1=O	-0.4	-7	1.4	3.4	4	-1	0	-3	0
O=C(Cc1cccs1)Nc1cc(SCCO)cc([N+](=O)[O-])c1	-0.5	1	2.7	0.4	-12	15	1	19	-12
COc1ccc(Cl)cc1NC(=O)C(C)N(C)Cc1ccc(C(F)(F)F)cc1 (centres undefined)	1.7	-2	0.4	0.6	-10	0	-16	49	-21
CCS(=O)(=O)N1CCN(C(C)CCc2ccccc2)CC1 (centres undefined)	0.5	3	0.9	1.0	-24	7	1	30	6
COc1ccc2[nH]c(=S)cc(C)c2c1	1.9	27	0.1	0.8	4	7	-27	0	-56
CCOC(=O)C1=C(C)N(C)C(C)=C(C(=O)OCC)C1c1ccccn1	-3.2	0	-1.9	-1.3	-63	11	-1	20	-12
O=[N+]([O-])c1cccc(-c2csc(Nc3ccccc3)n2)c1	3.4	4	0.3	0.2	-8	-4	2	-10	-17

Whole records, quoted from the list:
O=C(Cc1cccs1)Nc1cc(SCCO)cc([N+](=O)[O-])c1 is listed with TNF death inh = -0.5; Runt-SMMHC FRET = 1; zfTRPN1 agonist = 2.7; TRPML3 ag = 0.4; Mdm2 ligase inh = -12; PPC-1+TRAIL kill = 15; p47phox inh = 1; CHOP inhibitor = 19; EBV gp42 inh = -12
Cc1cc(C)nc(SCC(=O)Nc2ccc(S(=O)(=O)Nc3onc(C)c3C)cc2)n1 is listed with TNF death inh = 0.2; Runt-SMMHC FRET = 0; zfTRPN1 agonist = 0.9; TRPML3 ag = 1.6; Mdm2 ligase inh = -10; PPC-1+TRAIL kill = -4; p47phox inh = -11; CHOP inhibitor = 8; EBV gp42 inh = -32
Cc1nc2ccccc2nc(C)c1=NOCc1ccc(C#N)cc1 is listed with TNF death inh = 3.2; Runt-SMMHC FRET = -2; zfTRPN1 agonist = 0.3; TRPML3 ag = 1.2; Mdm2 ligase inh = 0; PPC-1+TRAIL kill = 14; p47phox inh = -12; CHOP inhibitor = -13; EBV gp42 inh = 0

Screening results (PubChem)
